GAA glycogen: qHTS Assay for Inhibitors and Activators of Human alpha-Glucosidase Cleavage of Glycogen | 300,000 tested, 0.38% active | Potency, µM (series often up to 76.4 µM), for the others: top-dose activity change, negative = inhibition, actives largely listed as inhibitors | Lysosomal alpha-glucosidase (Homo sapiens), P10253 | recombinant GAA, glycogen substrate, Amplex Red glucose oxidase fluorescence | AID 2100, 2009; active means well fitted inhibition curve with a large enough effect; inconclusive means small, poorly fitted or top-dose-only effect, or another doubt; inactive means no such curve, though single readings can be large or run the other way;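 further: 0% = full enzyme reaction and -100% = no-enzyme basal signal; the screen sought inhibitors and activators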
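Recombinant enzyme (4 nM final) with compounds titrated up to 77 uM and bovine liver glycogen (30 ug) in citrate pH 5.0, 0.01% Tween-20, 37 C 40 min. Released glucose detected by Amplex Red/glucose oxidase (Ex 573/Em 610); AC50 from Hill fits.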
Numbers without * were called inactive; ? = inconclusive; & = joins results of further samples; [ ] = remark or other dose. Potency means the concentration at half of the fitted maximal effect. A portion of the library; count on the stated rates, not on these rows.

The opening 2 records, to show the layout:
Structure | GAA glycogen
Cc1cccc(NC(=O)CSc2cn(CC(=O)N3CCCC3)c3ccccc23)c1C | 10.2%[76.3 µM]
COC(CNC(=O)c1ccc2c(c1)ncn2-c1ccc(C)cc1C)OC | 0.3%

Results, previewed entries included:
Structure | GAA glycogen
Cc1cccc(NC(=O)CSc2cn(CC(=O)N3CCCC3)c3ccccc23)c1C | 10.2%[76.3 µM]
COC(CNC(=O)c1ccc2c(c1)ncn2-c1ccc(C)cc1C)OC | 0.3%
COc1cccc(C2c3[nH]c4ccccc4c3C[C@H]3C(=O)N(CCCCCO)CC(=O)N23)c1 (some centres not stated) | -0.2%
COc1ccc(-n2nc(C(=O)NCC(=O)N3CCN(c4ccccc4OC)CC3)c3ccccc3c2=O)cc1OC | -2.1%
COC(=O)c1ccccc1NC(=O)c1ccc(CN2CC(=O)N3CCCCC3C2=O)cc1 (configuration not stated) | -31.2%[76.3 µM]
COc1ccc(C(C(=O)NC2CCCC2)N(C(=O)c2csnn2)C2CCCC2)cc1 (configuration not stated) | -3.7%
CN1C(=O)C(C)(C)c2cc(S(=O)(=O)N3CCN(c4ccccc4)CC3)ccc21 | -18.4%[76.3 µM]
O=C(CNC(=O)c1ccccc1)NCC(=O)OCC(=O)c1ccccc1Cl | -2.2%[76.3 µM]
COc1ccc2c(CNCCc3cccs3)c(C(=O)O)n(Cc3ccccc3C)c2c1 | 5.0%[76.3 µM]
CCOC(=O)C1CCN(S(=O)(=O)c2cc3c(cc2C)NC(=O)CO3)CC1 | ?
CC1(c2ccccc2)NC(=O)N(CC(=O)Nc2ccccc2C(=O)NC2CC2)C1=O (configuration not stated) | -6.7%[76.3 µM]
CCCc1nnc(NC(=O)CS(=O)(=O)c2ccccc2)s1 | -14.8%

Reprinted from above, two compounds:
Structure | GAA glycogen
COc1ccc2c(CNCCc3cccs3)c(C(=O)O)n(Cc3ccccc3C)c2c1 | 5.0%[76.3 µM]
CCOC(=O)C1CCN(S(=O)(=O)c2cc3c(cc2C)NC(=O)CO3)CC1 | ?

Further compounds:
Structure | GAA glycogen
Cc1ccccc1CN1C(=O)c2ccccc2S(=O)c2ccc(C(=O)NCCCN3CCOCC3)cc21 (configuration not stated) | 5.1%[76.3 µM]
COc1ccc(Nc2nccc(-c3cccc(N)c3)n2)cc1 | 5.5%
O=C(CCNC(=O)c1ccco1)Nc1ccc(C(F)(F)F)cc1 | 0.7%[76.3 µM]
CC(C)C(=O)N1CC(=O)Nc2ccc(F)cc2C1c1ccc(F)cc1 (configuration not stated) | 4.4%
COc1cccc(-c2onc3ccc(C(C)=O)cc23)c1 | 2.4%
CS(=O)(=O)Nc1ccc2c(c1)OCC(=O)N2Cc1ccccc1 | -1.3%[76.3 µM]
O=C(CCC(=O)N1CCN(S(=O)(=O)c2ccc3ccccc3c2)CC1)NCC(F)(F)F | 7.4%
COc1ccc(/C(C)=N/Nc2nncc3ccccc23)cc1 | ?
O=S(=O)(Cc1ccccc1)N1CCN(c2ncccn2)CC1 | -0.8%
CNc1ccccc1C(=O)OCC(=O)N1CCN(c2ccc(OC)cc2)CC1 | 1.6%[76.3 µM]
Fc1cccc(Cl)c1/C=C/c1cnc2ccccc2n1 | -19.3%
CC(=O)N1c2ccc(S(=O)(=O)NCCC(=O)Nc3ccc(OC(F)(F)F)cc3)cc2CC1C (configuration not stated) | -1.0%[76.3 µM]

Look-ups from above.
`CC(C)C(=O)N1CC(=O)Nc2ccc(F)cc2C1c1ccc(F)cc1` (configuration not stated) in GAA glycogen reads 4.4%
`COc1cccc(-c2onc3ccc(C(C)=O)cc23)c1` in GAA glycogen reads 2.4%
`O=C(CCNC(=O)c1ccco1)Nc1ccc(C(F)(F)F)cc1` in GAA glycogen reads 0.7%[76.3 µM]
`O=S(=O)(Cc1ccccc1)N1CCN(c2ncccn2)CC1` in GAA glycogen reads -0.8%

The list goes on.
Structure | GAA glycogen
Cc1ccccc1N1CCN(CC(=O)NCc2ccc(Cl)cc2)CC1 | -3.0%[76.3 µM]
Cc1ccc(-n2nc3c(N4CCC(C(=O)N5CCC(C(N)=O)CC5)CC4)nnc(C)c3c2C)cc1 | 4.1%[76.3 µM]
Cc1nc(-n2nc(C)c(CCC(C)C)c2C)sc1C(=O)Nc1ccc(Br)cc1 | -3.2%[76.3 µM]
Cc1cccc(N2CCN(S(=O)(=O)c3ccc4c(c3)CC(=O)N4C)CC2)c1C | -14.8%[76.3 µM]
Fc1ccc(CNc2ncccn2)cc1 | -3.4%
N#C/C(=C\c1cccnc1)c1ccc([N+](=O)[O-])cc1 | -4.7%[76.3 µM]
O=C(NCC(c1cccnc1)N1CCOCC1)C(=O)Nc1cccc(Cl)c1 (configuration not stated) | 11.3%[76.3 µM]
COc1cccc2cc(C(=O)N3CCCCCCC3)c(=O)oc12 | 0.8%[76.3 µM]
CCOc1cc(S(=O)(=O)NCCCn2ccnc2)ccc1Cl | -0.3%[76.3 µM]
O=C(NC1CCCCCC1)C(=O)NC1CC1 | 2.9%[76.3 µM]
COc1ccc2nc(NC(=O)C34CC5CC(CC(NC(C)=O)(C5)C3)C4)sc2c1 | -1.3%[76.3 µM]
Cc1ccc(SCc2c(C(=O)N/N=C/c3cccnc3)nnn2-c2nonc2N)cc1 | -5.1%[76.3 µM]
O=C(CCc1c[nH]c2ccccc12)NC(Cc1c[nH]c2ccccc12)C(=O)O (configuration not stated) | 3.7%
COc1ccc(CN2CCN(c3nc4ccccc4s3)CC2)cc1 | 1.6%
COc1ccc(CNC(=O)C2=CC(c3ccc(OC)c(OC)c3)=NS(=O)(=O)N2C)cc1 | 5.7%&12.0%[76.3 µM]
Cc1ccc(-n2ncc3c2CC(C)(C)CC3NC(=O)CN2CCCC2=O)cc1 (configuration not stated) | -2.7%[76.3 µM]
CCc1nc(-c2cc(S(=O)(=O)N3CCN(c4ccccc4OC)CC3)ccc2OC)no1 | -12.4%[76.3 µM]
Cc1ccc(S(=O)(=O)N2CCC(C(=O)NC3CCCCC3C)CC2)cc1 (configuration not stated) | -3.2%[76.3 µM]
Cc1occc1C(=O)N/N=C/c1ccc(-c2ccccc2)cc1 | 3.3%[76.3 µM]
Cc1ccc(-c2cc(NC(=O)c3ccccc3[N+](=O)[O-])n[nH]2)cc1 | -0.5%[76.3 µM]
CCN1CCN(CCCNC(=O)c2ccc3c(c2)N(Cc2ccccc2)CCS3)CC1 | 4.8%[76.3 µM]
COc1ccc(CN(C(=O)c2snc(C(N)=O)c2N)C(CC(C)C)C(=O)NC2CCCCC2)cc1 (configuration not stated) | 0.5%
COc1cc(C(=S)N2CCOCC2)cc(Br)c1OS(=O)(=O)c1ccccc1 | -6.0%[76.3 µM]
COc1ccc(CCNCc2cc3ccc(C)cc3[nH]c2=O)cc1OC | 1.2%
COc1ccccc1-c1noc(-c2ccc(N(C)Cc3ccccc3)c([N+](=O)[O-])c2)n1 | -5.3%[76.3 µM]
CCC(C)C1Nc2ccc(C(=O)NCc3ccc4c(c3)OCO4)cc2NC1=O (configuration not stated) | -6.8%
COc1ccc(NC(=O)c2ccc3c(=O)n4c(nc3c2)CCCCC4)cc1 | -17.1%[76.3 µM]
CC(C)[C@H](NC(=O)OCc1ccccc1)C(=O)OCc1cc(=O)oc2cc(O)ccc12 | -6.9%[76.3 µM]
Clc1ccc2[nH]c3c(c2c1)CNCC3 | -0.5%
NS(=O)(=O)c1ccc(NC(=O)CCC(=O)c2ccc(Cl)s2)cc1 | -0.5%
Cc1cccc(CN2CCN(C(=O)c3cccc4ccccc34)CC2)c1 | -8.5%[76.3 µM]
CCC(C(=O)NC1CCCC1)N(C(=O)Cn1nnc(-c2ccc(OC)c(OC)c2)n1)c1cccc(O)c1 (configuration not stated) | 0.3%
COc1ccc(-c2c(-c3cc(OC)c(OC)c(OC)c3)noc2C)cn1 | -8.0%[76.3 µM]
O=C(Nc1ccccc1-c1ccccc1)c1ccccc1Br | -6.8%[76.3 µM]
c1ccc(-c2nnc(CN3CCCCC3)o2)cc1 | -0.5%
COc1cc(C)ccc1OCCSc1nc2ccc(NC(=O)c3ccc4c(c3)OCO4)cc2s1 | -2.6%[76.3 µM]
O=C(Nc1sc2c(c1C(=O)O)CCCC2)c1ccc(Cl)cc1 | -0.7%[76.3 µM]
COc1ccc(S(=O)(=O)N2CCCOC2CNC(=O)C(=O)NCCCN2CCOCC2)cc1C (configuration not stated) | -12.9%[76.3 µM]
CCOc1ccc(NC(=S)Nc2ccc(F)cc2)cc1 | -21.5%[76.3 µM]
CN(Cc1ccccc1)C(=O)CN1C(=O)c2ccccc2S1(=O)=O | 3.6%
CC1CCN(C(=O)Cn2cc(SCc3cccc(F)c3)c3ccccc32)CC1 | 5.0%[76.3 µM]
Cc1ccc(CCNC(=O)CCS(=O)(=O)c2cc3c(cc2Cl)NC(=O)CO3)cc1 | 11.5%[76.3 µM]
Cc1ccc(C(=O)NCc2nc3ccccc3[nH]2)o1 | -1.5%[76.3 µM]
COc1ccc(N2CCN(c3ncccc3-c3nc(-c4ccccc4C)no3)CC2)cc1 | 6.4%[76.3 µM]
COc1ccc(NC(=O)CN(C)C(=O)c2ccc3c(c2)S(=O)(=O)N=C2CCCCCN23)cc1 | -1.2%[76.3 µM]
COc1ccc(N(Cc2cccs2)C(=O)c2ccc(OCC(C)C)cc2)cc1 | -10.5%[76.3 µM]
O=Cc1ccccc1-c1cn(CCCOCc2ccccc2)nn1 | -0.8%[76.3 µM]
O=C(O)c1cc(-n2[nH]c(=O)c3ccccc3c2=O)ccc1Cl | -5.9%
Oc1ccc(Nc2nc(-c3ccccc3O)nc3ccccc23)cc1 | ?
CCOc1ccc(OCC(=O)NCCS(=O)(=O)N2CCN(c3ccc(F)cc3)CC2)cc1 | -1.5%[76.3 µM]
O=C(NCCN1CCOCC1)c1cc(-c2ccccc2Cl)on1 | 6.9%
COc1cccc(C(=O)NCc2cn3cccc(C)c3n2)c1 | 9.3%[76.3 µM]
COc1cccc(Oc2ccc(C(F)(F)F)cc2NC(=O)C2=COCCO2)c1 | -3.7%[76.3 µM]
CS(=O)(=O)Cc1ccc(C(=O)NCC2(N3CCCCC3)CCCCC2)cc1 | 4.3%[76.3 µM]
CC1CN(c2ccc(Cl)cc2)c2nc3c(c(=O)[nH]c(=O)n3C)n2C1 (configuration not stated) | -0.2%
COc1cccc(NC(=O)c2ccnc(N3CCC(C(=O)NCc4cc(OC)ccc4OC)CC3)c2)c1 | -1.8%[76.3 µM]
CCC(C)NC(=S)N(Cc1cc2cc(C)ccc2n2nnnc12)CC(C)(C)NC(C)C (configuration not stated) | -6.4%[76.3 µM]
CC(C)Oc1ccc(CNC(=O)c2ccc(CS(=O)Cc3ccccc3Cl)o2)cc1 (configuration not stated) | ?
CCCc1cc(=O)oc2cc(OCC(=O)NCCc3c[nH]c4ccccc34)ccc12 | 16.8%[76.3 µM]
CCN1CCN(c2nnc(-c3ccc(F)cc3)c3ccccc23)CC1 | -9.2%

(cont.)
Structure | GAA glycogen
CCCn1cc(S(=O)(=O)c2ccc(C)c(C)c2)c(=O)c2cc(F)c(N3CCC(C)CC3)cc21 | 5.5%[76.3 µM]
COc1ccc(OC)c(C2=NOC(C(=O)NCc3cccnc3)C2)c1 (configuration not stated) | 0.3%
Cc1cc(O)c(C2(O)C(=O)Nc3cc(Br)ccc32)cc1C (configuration not stated) | -14.3%
Cc1ccc(NC(=O)NCCCN2CCCC2=O)cc1C | 7.7%[76.3 µM]
CCOC(=O)Cc1csc(NS(=O)(=O)c2cccc([N+](=O)[O-])c2)n1 | -12.1%[76.3 µM]
COc1cccc(NC(=O)CNC(=O)Cn2cnc3sc4c(c3c2=O)CCCC4)c1 | -4.7%[76.3 µM]
COc1ccccc1NC(=S)NC(=O)Cc1ccc(Cl)cc1 | 4.9%[76.3 µM]
CCn1c(Cc2cccs2)nnc1SCC(=O)NC1CC1 | -8.2%[76.3 µM]
Cc1ccc(NC(=O)Nc2nnc(N3CCCC3)s2)cc1C | 0.0%[76.3 µM]
CCOc1ccccc1C(=O)NC1CC2CCCC(C1)N2Cc1ccc(C)cc1 (configuration not stated) | -10.8%[76.3 µM]
COc1cccc(/C=N/NC(=S)NCCc2ccccc2)c1 | 3.5%
Cc1nn(S(=O)(=O)c2ccc(C(C)(C)C)cc2)c(C)c1S(=O)(=O)N1CCOCC1 | -1.9%[76.3 µM]
Cn1c(=O)[nH]c(=O)c2c1nc(Br)n2Cc1cccc(Br)c1 | -12.8%[76.3 µM]
CC(=O)Nc1nonc1-c1nnc(SCC(=O)Nc2c(C)cccc2C)n1-c1ccccc1 | 3.1%[76.3 µM]
Cc1ccc(NC(=O)CN2C(=O)S/C(=C\c3ccc(OCC(=O)O)c(Br)c3)C2=O)cc1 | 12.0%[76.3 µM]
COc1ccc(N2CCN(CCCNC(=O)c3nnc(Cc4ccc(F)cc4)o3)CC2)cc1 | -6.3%[76.3 µM]
COC(=O)C(Cc1ccccc1)NC(=O)CCc1c[nH]c2ccccc12 (configuration not stated) | 1.7%
CCOC(=O)C1CCCN(C2=NC(=O)/C(=C/c3ccc(OC)cc3OC)S2)C1 (configuration not stated) | -11.1%
Cc1ccc(OCCNC(=O)c2ccc(C)cc2)cc1 | -0.7%
CC1CCCCN1CCCNc1ccc(C(CC(N)=O)NC(=O)Cc2ccc(Br)cc2)cc1[N+](=O)[O-] (configuration not stated) | -7.3%[76.3 µM]
Cc1ccc(C)c(CN2CCC(CNC(=O)Nc3ccc(Cl)cc3)CC2)c1 | -2.0%
CC(Sc1nc2c(N)ncnc2n1CCOc1ccccc1)C(=O)O (configuration not stated) | -0.1%

Bioassay records (PubChem)
